# Luciferase inh: qHTS Assay for Inhibitors of Firefly Luciferase; purified firefly luciferase, luminescence, 8 min; Potency, µM (doses to about 57.1 µM), for inactives: at the top dose activity change, negative = inhibition, hits mostly inhibitors; actives 2.2% (n = 72,000); AID 411, 2009; further: potency means the concentration at half of the fitted maximal effect; on the % scale 0 is the no-effect control and ±100 the full control effect; nearly all actives have a fitted effect of over 40% in size
#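 qHTS concentration-response profiling: light output of P. pyralis luciferase with luciferin and 10 uM ATP, imidazole buffer pH 7.2. Read by luminescence after 8-min room-temperature incubation.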
# Tau filament bind: qHTS Assay for Tau Filament Binding | Potency, µM (doses to about 57.1 µM), without a hit: at the top dose activity change, negative = inhibition | AID 596, 2007 | recombinant tau filaments, thioflavin S fluorescence, 15 h; filaments grown with octadecylsulfate alongside compound | actives 2% (n = 71,000);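 further: potency means the concentration at half of the fitted maximal effect; on the % scale 0 is the no-effect control and ±100 the full control effect; actives lower thioflavin S fluorescence by blocking filaments or displacing dye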
# Target sequence (P10636 whole entry, looked up): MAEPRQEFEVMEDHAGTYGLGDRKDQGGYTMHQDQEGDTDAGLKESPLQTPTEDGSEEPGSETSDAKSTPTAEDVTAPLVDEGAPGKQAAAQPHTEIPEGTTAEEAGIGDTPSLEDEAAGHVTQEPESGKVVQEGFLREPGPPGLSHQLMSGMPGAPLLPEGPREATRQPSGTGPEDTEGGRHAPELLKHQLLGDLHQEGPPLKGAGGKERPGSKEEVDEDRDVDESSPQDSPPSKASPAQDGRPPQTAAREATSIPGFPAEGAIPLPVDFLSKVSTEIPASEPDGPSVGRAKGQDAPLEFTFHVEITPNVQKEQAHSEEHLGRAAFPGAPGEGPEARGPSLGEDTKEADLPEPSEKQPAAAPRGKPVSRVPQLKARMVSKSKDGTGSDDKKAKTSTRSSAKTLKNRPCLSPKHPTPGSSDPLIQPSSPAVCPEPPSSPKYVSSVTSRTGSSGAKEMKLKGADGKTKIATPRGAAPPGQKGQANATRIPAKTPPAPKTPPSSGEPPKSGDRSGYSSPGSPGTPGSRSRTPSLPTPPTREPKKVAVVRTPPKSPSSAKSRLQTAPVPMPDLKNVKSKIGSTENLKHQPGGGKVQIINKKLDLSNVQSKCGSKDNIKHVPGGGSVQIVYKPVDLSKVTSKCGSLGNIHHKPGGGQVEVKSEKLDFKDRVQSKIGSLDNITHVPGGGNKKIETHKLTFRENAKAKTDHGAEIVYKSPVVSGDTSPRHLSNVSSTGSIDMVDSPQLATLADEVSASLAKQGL
#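 Read-out: ThS fluorescence, 450 nm excitation/510 nm emission; lower signal marks blocked filament formation or displaced dye. Tau at 1 uM with 30 uM ODS, 10 uM ThS, 5 mM DTT, 100 mM NaCl, 10 mM HEPES pH 7.4; 15 h, 37 C.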
# Hsp90 Hop PPI: qHTS Assay for Disrupters of an Hsp90 Co-Chaperone Interaction; AlphaScreen TPR2A-His6 binding biotin-Hsp90 C-terminal peptide; Potency, µM (titrated, usually from 57 µM), inactives show at the top dose activity change, negative = inhibition; actives 0.44% (n = 71,000); Hsp90 C-terminal peptide / TPR2A (Hop) interaction, human; AID 595, 2007; active means well fitted curve in either direction with a large enough effect; inconclusive means small, poorly fitted or top-dose-only effect, or another doubt; further: potency means the concentration at half of the fitted maximal effect; on the % scale 0 is the no-effect control and ±100 the full control effect; many of its hits are not listed in these tables
# DNA Pol III inh: qHTS Assay for Inhibitors of DNA Polymerase III Holoenzyme System; reconstituted DNA polymerase III holoenzyme replication, biochemical; Potency, µM (highest dose often 57.1 µM), for inactives: at the top dose activity change, negative = inhibition; AID 603, 2007; actives 0.25% (n = 71,000); further: potency means the concentration at half of the fitted maximal effect; on the % scale 0 is the no-effect control and ±100 the full control effect
#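 Reconstituted *E. coli* holoenzyme (0.35 nM Pol III, 1 nM beta, 154 nM SSB, 2 nM primase) was preincubated with compound for 15 min at RT. Synthesis on 1.4 nM ssM13Gori ran 35 min, then was stopped with PicoGreen/EDTA and read as dsDNA fluorescence.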
# ERK AVP inh: qHTS Assay for Inhibitors of the ERK Signaling Pathway using a Homogeneous Screening Assay; HEK293-V1b, vasopressin-stimulated pERK AlphaScreen; Potency, µM (titrated, usually from 57.5 µM), inactives show top-dose activity, negative = inhibition, most hits filed as inhibitors; actives 0.99% (n = 72,000); AID 995, 2007; further: potency means the concentration at half of the fitted maximal effect; on the % scale 0 is the no-effect control and ±100 the full control effect; nearly all actives have a fitted effect of over 55% in size
#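 HEK293 cells stably expressing V1b receptor, seeded overnight in 1% FBS, were treated with compounds for 30 min at 37C, then stimulated 5 min with 25 nM vasopressin; phospho-ERK read by AlphaScreen SureFire after lysis.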
# GFP derepression: qHTS Assay for Epigenetic Modulators | AID 597, 2007 | actives 0.09% (n = 68,000) | mouse C127i GFP locus derepression, cytometry, 30 h | Potency, µM (titrated, usually from 46.1 µM), inactives show top-dose GFP derepression (activation); further: % of control where 0% means no effect
#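 Locus derepression in mouse mammary C127i cells whose integrated CMV-GFP reporter is normally silent; GFP expression after 30 h compound treatment was quantified by counting fluorescent cells.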
# 15-hLO inh: qHTS Assay for Inhibitors of 15-hLO (15-human lipoxygenase) | Polyunsaturated fatty acid lipoxygenase ALOX15 (Homo sapiens), P16050 | Potency, µM (series often up to 57.1 µM), inactives show at the top dose activity change, negative = inhibition, most hits filed as inhibitors | purified 15hLO-1, xylenol orange hydroperoxide absorbance | actives 1.4% (n = 74,000) | AID 887, 2007; further: potency means the concentration at half of the fitted maximal effect; on the % scale 0 is the no-effect control and ±100 the full control effect; nearly all actives have a fitted effect of over 55% in size
#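 Hydroperoxide formed from arachidonic acid (50 uM) by purified human 15hLO-1 (40 nM) oxidizes ferrous iron, and the ferric-xylenol orange complex is read at 573 versus 405 nm. Compounds were preincubated 15 min; reaction ran 6 min at room temperature.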
# HADH2 inh: qHTS Assay for Inhibitors of HADH2 (Hydroxyacyl-Coenzyme A Dehydrogenase, Type II); recombinant HADH2, NADH fluorescence, beta-hydroxybutyryl-CoA; Potency, µM (series often up to 57.1 µM), for the others: at the top dose activity change, negative = inhibition, most hits filed as inhibitors; actives 3.4% (n = 73,000); further: potency means the concentration at half of the fitted maximal effect; on the % scale 0 is the no-effect control and ±100 the full control effect; nearly all actives have a fitted effect of over 60% in size; many of its hits are not listed in these tables
# Target sequence (Q99714 whole entry, looked up, one chain of several): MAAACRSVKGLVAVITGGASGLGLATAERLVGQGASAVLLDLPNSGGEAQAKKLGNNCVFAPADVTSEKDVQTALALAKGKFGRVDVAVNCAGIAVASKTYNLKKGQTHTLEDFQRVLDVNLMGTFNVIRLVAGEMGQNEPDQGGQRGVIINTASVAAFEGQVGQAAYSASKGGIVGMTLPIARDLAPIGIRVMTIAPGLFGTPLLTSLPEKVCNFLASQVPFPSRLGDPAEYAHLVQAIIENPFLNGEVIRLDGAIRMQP
#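 Buffer 100 mM Tris-HCl pH 9.0/0.01% Tween-20; HADH2 20 nM; NAD+ 1 mM; beta-hydroxybutyryl-CoA 90 uM (all final). 15 min cpd preincubation, RT.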
# HBB splicing: qHTS Assay for Modulators of Hemoglobin Beta Chain Splicing; HBB splicing reporter cell assay, activation; EGFP reporter with mutant IVS2-654 intron; response scale: normalised to 500 nM splice-correcting PNA; Potency, µM (doses to about 46.1 µM), without a hit: at the highest dose activation, usual class: activators; AID 925, 2007; actives 0.06% (n = 65,000); further: potency means the concentration at half of the fitted maximal effect; 0% is about no effect
#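 HeLa cells stably expressing EGFP interrupted by mutant beta-globin intron 2 (IVS2-654), 500/well in 2% FCS. Treated with compound for 2 days at 37C. Splicing correction scored as total well GFP intensity (488 nm excitation, 500-520 nm emission); 500 nM antisense PNA served as control.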
# CRE Fsk mod: Cell signaling CRE-BLA (Fsk stim); Potency, µM (highest dose often 38.2 µM), for the others: top-dose activity change, negative = inhibition, usual class: activators; actives 2.5% (n = 71,000); CHO CRE-bla reporter (cAMP response element driving beta-lactamase), forskolin EC10, beta-lactamase ratio; AID 662, 2007; active means well fitted activation curve with a large enough effect in the signal ratio, with a control signal flat, not every such curve was filed as active; inconclusive means small, poorly fitted or top-dose-only effect, or effect the other way, or a change in a side signal; the % refers to the signal ratio; further: potency means the concentration at half of the fitted maximal effect; % of control where 0% means no effect
#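 Beta-lactamase reporter under a cAMP responsive element in CHO cells; compounds tested in titration series against EC10 NKH 477, 3 h at 37 °C. Read-out: CCF4 FRET ratio 460nm/530nm (excitation 405nm) giving %Activity, fitted to AC50.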
# Ub-GFP proteasome: Ubiquitin-GFP Assay | 67,000 tested, under 10 active | Potency, µM (titrated, usually from 45.9 µM), for inactives: top-dose activation (GFP accumulation), most hits filed as activators | Ubiquitin-GFP reporter cells, proteasome inhibition, GFP fluorescence; response scale: untreated = 0%, 10 µM MG-132 = 100%; active means well fitted activation curve with a large enough effect, not every such curve was filed as active; inconclusive means small, poorly fitted or top-dose-only effect, or another doubt; inactive means no such curve, though single readings can be large or run the other way; further: potency means the concentration at half of the fitted maximal effect
#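 Proteasome blockade was scored as a rise in GFP-expressing U2OS cells carrying a ubiquitin(G76V)-GFP construct, imaged after 4 hr compound treatment at 37 °C across a 46 uM–2.9 nM series.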
# * = called active by the depositor; ? = inconclusive; · = not tested or not shown; [ ] = remark or other dose. Unless noted, the call rests on the fitted dose curve; in most records, active means well fitted curve in the direction sought with a large enough effect; inconclusive means small, poorly fitted or top-dose-only effect, or another doubt; inactive means no such curve, though single readings can be large; an effect the other way counts as inactive or inconclusive. The list is partial; the hit share may differ from the screen's.
nr	Structure	Hsp90 Hop PPI	15-hLO inh	Tau filament bind	HADH2 inh	Luciferase inh	DNA Pol III inh	HBB splicing	Ub-GFP proteasome	GFP derepression	CRE Fsk mod	ERK AVP inh
1	N#Cc1cn(-c2ccccc2)nc1-c1ccc2c(c1)OCCO2	1%	-7%	208%	3%	2%	1%	-1.0%	4%	0%	12%	0%
2	CCCCn1nc(C(=O)NC2=NCCS2)c2ccccc2c1=O	-1%	3%	-1%	-1%	2%	-4%	-1.7%	-1%	-1%	?	-9%
3	Cc1cc(NC(=O)CSc2nnnn2Cc2ccccc2)no1	-4%	6%	9%	-6%	-1%	46%	-4.7%	-2%	1%	-3%	8%
4	CCOc1ccc(-c2[nH]nc3c2C(c2ccc4c(c2)OCO4)C(C#N)=C(N)O3)cc1OC (centres undefined)	?	-20%	42%	-3%	-1%	-2%	-0.1%	-5%	2%	2.5µM*	24%
5	N#Cc1cccc(-c2cncnc2NCc2cccnc2)c1	-9%	?	-7%	?	-2%[2.29 µM]	-3%	0.1%	3%	0%[9.22 µM]	17%	?
6	COc1cc(C(=O)Nc2ccc(S(=O)(=O)Nc3onc(C)c3C)cc2)cc(OC)c1OC	0%	8%	16%	4%	0%	-3%	-0.9%	-12%	2%	3%	-25%
7	O=C(CSc1nnc(-c2c[nH]c3ccccc23)o1)N1c2ccccc2CCc2ccccc21	-7%	-11%	7%	-15%	0%	1%	-2.1%	1%	0%	-11%	-18%
8	CC(=O)Nc1ccc(-c2nnn(CC(=O)c3ccccc3)n2)cc1Cl	-4%	5%	4%	5%	-2%	4%	0.1%[57.5 µM]	4%	0%	-10%	-15%
9	Cc1cccc(NC(=O)c2snc3c(=O)[nH]cnc23)c1	1%	14%	9%	2%	0%	-4%	·	0%	0%	3%	18%
10	CN(C)c1ccc(NC(=O)Cn2cc3c(n2)CCCC3)cc1	?	-18%	13µM*	1%	?	-11%	-1.6%	5%	-4%	2%	?

# The last 5 records of the part above come first, to join the parts.
nr	Structure	Hsp90 Hop PPI	15-hLO inh	Tau filament bind	HADH2 inh	Luciferase inh	DNA Pol III inh	HBB splicing	Ub-GFP proteasome	GFP derepression	CRE Fsk mod	ERK AVP inh
6	COc1cc(C(=O)Nc2ccc(S(=O)(=O)Nc3onc(C)c3C)cc2)cc(OC)c1OC	0%	8%	16%	4%	0%	-3%	-0.9%	-12%	2%	3%	-25%
7	O=C(CSc1nnc(-c2c[nH]c3ccccc23)o1)N1c2ccccc2CCc2ccccc21	-7%	-11%	7%	-15%	0%	1%	-2.1%	1%	0%	-11%	-18%
8	CC(=O)Nc1ccc(-c2nnn(CC(=O)c3ccccc3)n2)cc1Cl	-4%	5%	4%	5%	-2%	4%	0.1%[57.5 µM]	4%	0%	-10%	-15%
9	Cc1cccc(NC(=O)c2snc3c(=O)[nH]cnc23)c1	1%	14%	9%	2%	0%	-4%	·	0%	0%	3%	18%
10	CN(C)c1ccc(NC(=O)Cn2cc3c(n2)CCCC3)cc1	?	-18%	13µM*	1%	?	-11%	-1.6%	5%	-4%	2%	?
11	CCC(=O)N1CCc2cc(S(=O)(=O)NC(C(=O)NCc3ccc(F)cc3)C(C)C)ccc21 (centres undefined)	-3%	-6%	-3%	8%	0%	-6%	0.6%	-10%	8%	-4%	16%
12	CCCn1c(C)nc2c(NCCN3CCCCC3)nc(C)nc21	2%	-29%	-2%	-3%	·	-14%	1.5%	-6%	·	4%	10%
13	N#Cc1nc(COc2ccccc2)oc1N1CCOCC1	-11%	-3%	8%	7%	2%	2%	0.1%	1%	0%	3%	-18%
14	COc1ccc(CCNC(=O)CSc2nc(C)nc3c2c(=O)n(C)c(=O)n3C)cc1OC	-5%	-2%	0%	-2%	4%	-7%	-0.4%	9%	·	9%	·
15	Cc1nn2c(=O)nc3sc4c(c3c2[nH]c1=O)CCCC4	-2%	7%	3%	-5%	3%	-13%	-1.4%	-5%	-2%	3%	-28%
16	COc1cccc(NC(=O)N2CCN(C(=O)C(Cc3ccc(OC)c(OC)c3)NC(C)=O)CC2)c1 (centres undefined)	-2%	2%	0%	14%	-1%	-5%	-0.2%[57.5 µM]	-4%	-1%	2%	13%
17	COc1ccccc1-c1nn2c(C(F)(F)F)nnc2s1	0%	3%	8%	84%[activator]	3%	-1%	1.7%[57.5 µM]	0%	0%	25%	-10%
18	CCC(Sc1nc2ccccc2[nH]1)C(=O)Nc1cc(C)on1 (centres undefined)	-2%	-4%	5%	-5%	0%	-7%	-0.5%	0%	0%	5%	-17%
19	O=C(O)c1ccc2cc[nH]c2c1	-2%	7%	3%	11%	-1%	-5%	-0.3%[0.369 µM]	·	-2%	0.2µM*	-13%
20	CCOc1cc(C2C3=C(CCCC3=O)NC3=C2C(=O)CCC3)ccc1OCCO	-4%	-23%	-7%	-4%	1%	-1%	-0.5%	-7%	-1%	-6%	-26%
21	Cc1cc(=O)[nH]c(SCc2nc3ccccc3s2)n1	2%	2%	-9%	2%	-1%	-10%	-1.4%	-1%	-2%	14%	7%
22	CC(CCc1nc2ccccc2s1)(c1ccc(O)cc1)c1ccc(O)cc1	-12%[11 µM]	-25%[11.4 µM]	-6%[11.4 µM]	?	1%[11.4 µM]	-13%[11.4 µM]	1.9%[9.22 µM]	3%[9.17 µM]	1%[9.22 µM]	1%[7.6 µM]	15%[11.5 µM]
23	O=S(=O)(NCCc1ccccc1)c1cccc(S(=O)(=O)N2CCOCC2)c1	-1%	3%	33%	3%	1%	-1%	-0.8%	5%	-1%	-17%	-8%
24	Nn1c(SCC(=O)Nc2ccc(F)cc2)nnc1-c1cccnc1	-6%	2%	-14%	-3%	-1%	2%	2.6%	-4%	3%	0%	-9%
25	COc1cccc([C@@H]2Oc3ccc(OC)cc3/C(=N/O[C@@H](C)CN3CCCCc4nc(C)c(C)cc43)[C@@H]2O)c1	·	-12%[11.4 µM]	·	1%[11.4 µM]	1%[11.4 µM]	·	-1.8%[9.22 µM]	·	·	·	10%[11.5 µM]
26	O=C(COC(=O)CNS(=O)(=O)/C=C/c1ccccc1)NC1CCS(=O)(=O)C1 (centres undefined)	-6%	3%	-16%	2%	2%	-5%	-2.6%	-2%	3%	-2%	0%
27	O=C(CSc1nc(-c2ccco2)cc(C(F)(F)F)n1)N1CCc2ccccc2C1	1%	-13%	28%	1%	-1%	5%	-2.5%	3%	-4%	?	10%
28	Cc1ccc(S(=O)(=O)c2nc(-c3ccc(F)cc3)oc2SCC(N)=O)cc1	1%	-20%	3%	-2%	0%	2%	0.0%	20%	1%	1%	15%
29	CCOC(=O)CNC(=O)C(=O)c1c(O)[nH]c2ccccc12	1%	9%	8%	-13%	2%	-1%	-2.5%	-2%	-3%	?	14%
30	CCOC(=O)C1CCN(C(=O)C2CCN(c3nc4ccc(OC)cc4s3)CC2)CC1	-3%	11%	40%	2%	-23%	-8%	-0.6%	-5%	6%	-4%	16%
31	Cc1cc(C)n(CC(O)COc2ccccc2C(=O)Nc2ccccc2)n1 (centres undefined)	?	-1%	5%	23%	0%	-7%	-0.4%[57.5 µM]	-6%	0%	-15%	1%
32	O=C1c2ccccc2C(=O)N1Cc1nc(-c2ccccc2)no1	0%	2%	-2%	0%	2%	-5%	-1.3%	1%	5%	?	6%
